A3G deaminase: blocks human APOBEC3G single-stranded DNA deamination. recombinant A3G, ssDNA deamination FAM/TAMRA fluorescence. Q9HC16. 330,000 tested, 0.28% active. inhibition, % at 20 µM;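 active = inhibition of at least 40% at 20 µM, with no more than 30% in the related APOBEC3A deaminase screen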;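 also: plate controls were DMSO wells with A3G for no effect and wells lacking A3G enzyme for full effect; some compounds called inactive have numbers as strong as hits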
Target sequence (Q9HC16 whole entry, looked up): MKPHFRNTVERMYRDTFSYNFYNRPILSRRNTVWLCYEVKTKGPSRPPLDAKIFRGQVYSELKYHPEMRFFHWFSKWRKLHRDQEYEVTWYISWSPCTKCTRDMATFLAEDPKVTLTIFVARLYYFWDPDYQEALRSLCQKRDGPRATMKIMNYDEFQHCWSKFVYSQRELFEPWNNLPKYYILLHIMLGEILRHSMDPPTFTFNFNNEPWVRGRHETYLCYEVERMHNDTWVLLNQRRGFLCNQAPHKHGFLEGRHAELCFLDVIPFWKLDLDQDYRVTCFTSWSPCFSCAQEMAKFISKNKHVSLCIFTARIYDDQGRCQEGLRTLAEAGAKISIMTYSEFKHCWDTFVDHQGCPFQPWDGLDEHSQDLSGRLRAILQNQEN
MIN6 prolif: induces beta-cell replication in MIN6 cells; MIN6 cells proliferation, ATPlite luminescence, 48 h; cells starved in 0.2% serum; 100% = growth in 10% serum; proliferation, % at 10 µM; 330,000 tested, 0.29% active;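 active = compounds whose signal lies at least 3.5 SD above the mean of all wells on their plate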;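 also: 0% = DMSO-treated cells in low-serum medium and 100% = 10% serum control; some compounds called inactive have numbers as strong as hits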
tim10-1 inh: growth inhibitors of tim10-1 mutant yeast; 330,000 tested, 2.2% active; S. cerevisiae tim10-1 ts strain growth, BacTiter-Glo, 24 h; inhibition, % at 20 µM; AID 463190;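 active = inhibition of at least 40%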;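 also: mutant grown at 25 °C; 0% = DMSO wells with yeast and 100% = wells holding no yeast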
NLRP3 yeast inh: blocks the NALP3 inflammasome reconstituted in yeast. Yeast reconstituted NLRP3/ASC/caspase-1, beta-gal luminescence, 24 h. 330,000 tested, 0.39% active. inhibition, % at 10 µM. AID 2825;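 active = inhibition of 50% or more; inactive = inhibition below 50%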;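 also: plate controls were induced DMSO wells for no effect and uninduced yeast grown without galactose for full effect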
mIAP inh: blocks mouse intestinal alkaline phosphatase; purified mouse IAP, CDP-Star luminescence, 30 min; inhibition, % at 10 µM; 330,000 tested, 0.2% active; AID 2806;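 active = inhibition of at least 40% at 10 µM in the primary screen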;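 also: plate controls were DMSO with enzyme for no effect and no enzyme wells for full effect; values of inactives mirror those of a sister screen read the other way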
APOBEC3A inh: blocks human APOBEC3A ssDNA deamination; P31941; recombinant A3A, FAM/TAMRA ssDNA deamination fluorescence; inhibition, % at 20 µM; 330,000 tested, 0.41% active; AID 493011;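 active = at least 40% inhibition at 20 µM here, with at most 30% in a related deaminase screen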;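 also: plate controls were A3A with DMSO for no effect and wells lacking A3A enzyme for full effect; some results filed as inactive read as strong as hits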
Target sequence (P31941 whole entry, looked up): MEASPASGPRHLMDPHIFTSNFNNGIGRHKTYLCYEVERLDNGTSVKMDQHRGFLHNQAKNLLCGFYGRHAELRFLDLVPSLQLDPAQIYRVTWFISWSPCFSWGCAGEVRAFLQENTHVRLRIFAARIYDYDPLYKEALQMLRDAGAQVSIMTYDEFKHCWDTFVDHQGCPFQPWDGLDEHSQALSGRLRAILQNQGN
mIAP act: increases mouse intestinal alkaline phosphatase activity; activation factor at 10 µM; AID 2805; muIAP, CDP-Star luminescence, 30 min; active compounds read high; 1 = vehicle-only enzyme signal, 0 = enzyme-free wells; 330,000 tested, 0.24% active;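 active = activation factor of at least 2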; also: the source names both 10 and 20 µM as test concentration; values of inactives mirror those of a sister screen read the other way
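System: mouse IAP enzyme. Reagent: CDP-Star chemiluminescent phosphatase substrate. Benchmarks: DMSO wells, no-enzyme wells. Times: 30 min enzyme-substrate-compound incubation at room temperature. Detection: luminescence from enzymatic CDP-Star hydrolysis. Doses: test compounds delivered from DMSO solution.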
hIAP inh: blocks human intestinal alkaline phosphatase; 330,000 tested, 0.12% active; purified IAP, CDP-Star luminescence, 30 min; inhibition, % at 10 µM;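 active = inhibition reaching a set limit with compound at 10 µM in the primary screen, cut at about 35% in these data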;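 also: plate controls were DMSO wells with enzyme for no effect and no-enzyme buffer wells for full effect; values of inactives mirror those of a sister screen read the other way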
TIM10 inh: TIM10 yeast growth inhibition; S. cerevisiae TIM10 strain growth, BacTiter-Glo luminescence, 24 h; inhibition, % at 10 µM; 330,000 tested, 1.4% active;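 active = inhibition of 40% or more at the single tested concentration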;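 also: wild-type TIM10 isogenic control strain grown at permissive 25 °C; 0% = DMSO yeast wells and 100% = minimal medium wells without yeast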
Starred values were filed as active, the others as inactive.

SMILES	A3G deaminase	MIN6 prolif	tim10-1 inh	NLRP3 yeast inh	mIAP inh	APOBEC3A inh	mIAP act	hIAP inh	TIM10 inh
Cc1cc(-c2nnc(SCc3ccccn3)o2)no1	-1	-4	-2	16	-6	-2	1.1	-14	-2
O=C(Nc1ccccc1)/C(=C/c1ccc2c(c1)OCO2)NC(=O)c1ccco1	-6	-1	12	14	-6	1	1.1	10	5
COc1ccc(/C=N/NC(=O)c2ccoc2C)cc1COc1c(C)cccc1C	-5	-3	41*	4	-11	-1	1.1	0	42*
Cc1ccnc2nc(C(=O)OCC(=O)c3ccccc3)nn12	-2	-4	1	9	6	0	0.94	9	-5
CCCc1cc(=O)oc2cc(OC3CCCCC3=O)ccc12 (stereo not given)	-1	-1	21	28	1	2	0.99	-14	-8
COc1ccc2oc(C(=O)OCC(=O)NCc3ccccc3OC)c(C)c2c1	0	-2	-10	13	-1	3	1	-4	-17
O=C(NCc1ccco1)c1ccc(COc2cccc3ccccc23)cc1	-10	0	-4	29	12	-1	0.88	-7	-10
Cc1ccc(C)n1-c1cccc(S(=O)(=O)N2CCOCC2)c1	-5	3	21	16	7	-4	0.93	12	11
CC(=O)N(C)c1ccc(NS(=O)(=O)c2cccc3nsnc23)cc1	-3	0	-19	5	-7	-6	1.1	2	-4
CN(c1ccccc1)S(=O)(=O)c1ccc(Cl)c(C(=O)Nc2ccccc2N2CCOCC2)c1	-11	2	16	11	8	-3	0.92	8	1
COc1cccc(CC(NC(C)=O)C(=O)NC2CCN(C(=O)c3ccc(Cl)cc3)CC2)c1OC (stereo not given)	-5	-2	12	11	0	0	1	-11	-5
CC1CC(=O)Nc2ccccc2N1C(=O)Nc1ccc(F)cc1 (stereo not given)	-7	-1	-13	-6	-3	-3	1	-10	-10
Cc1c(Cl)cccc1NC(=O)COC(=O)c1c2c(nc3ccccc13)CCN(Cc1ccccc1)C2	-2	0	30	16	5	1	0.95	2	28
CC(C)c1cc(C(C)C)c(S(=O)(=O)NNC(=O)c2ccncc2)c(C(C)C)c1	-4	0	50*	-5	3	-5	0.97	-8	33
CN(C1=NS(=O)(=O)c2ccccc21)c1ccc(OC(=O)c2ccccc2)cc1	0	0	-14	-23	-6	-4	1.1	-2	-13
O=C(NCCCN1CCOCC1)C1(c2ccccc2)CCCC1	-2	1	-2	0	2	-1	0.98	-1	-4
O=C(c1cc2cc(Cl)ccc2[nH]1)N1CCN(c2ccccc2F)CC1	-6	2	-22	20	-6	-8	1.1	-2	-1
NS(=O)(=O)c1ccc(NC(=O)COC(=O)CCC2CCCC2)cc1	-13	-4	18	1	-5	-6	1	-2	-10
O=C(CN1CCN(C(=O)c2ccccc2)CC1)Nc1ccc(Br)cn1	-5	-3	-2	5	0	-1	0.99	14	1
CCN(CC)CCn1c2c(c(SCC(=O)NCc3ccccc3)nc1=O)CCCC2	-1	-2	3	14	-1	-1	1	9	0

Quoted from the listing:
CN(C1=NS(=O)(=O)c2ccccc21)c1ccc(OC(=O)c2ccccc2)cc1 in NLRP3 yeast inh: -23
Cc1c(Cl)cccc1NC(=O)COC(=O)c1c2c(nc3ccccc13)CCN(Cc1ccccc1)C2 in hIAP inh: 2
CC(C)c1cc(C(C)C)c(S(=O)(=O)NNC(=O)c2ccncc2)c(C(C)C)c1 in MIN6 prolif: 0

3 records picked at random from the list so far:
SMILES	A3G deaminase	MIN6 prolif	tim10-1 inh	NLRP3 yeast inh	mIAP inh	APOBEC3A inh	mIAP act	hIAP inh	TIM10 inh
CN(c1ccccc1)S(=O)(=O)c1ccc(Cl)c(C(=O)Nc2ccccc2N2CCOCC2)c1	-11	2	16	11	8	-3	0.92	8	1
CC1CC(=O)Nc2ccccc2N1C(=O)Nc1ccc(F)cc1 (stereo not given)	-7	-1	-13	-6	-3	-3	1	-10	-10
Cc1c(Cl)cccc1NC(=O)COC(=O)c1c2c(nc3ccccc13)CCN(Cc1ccccc1)C2	-2	0	30	16	5	1	0.95	2	28

Continued:
SMILES	A3G deaminase	MIN6 prolif	tim10-1 inh	NLRP3 yeast inh	mIAP inh	APOBEC3A inh	mIAP act	hIAP inh	TIM10 inh
CCC(=O)Nc1ccc(C2C(=O)c3ccccc3C2=O)cc1	-12	-7	42*	9	6	-5	0.94	-9	18
Cn1cc(/C=C(\NC(=O)c2ccccc2)C(=O)NCCN2CCOCC2)c2ccccc21	-4	-2	-4	8	-3	0	1	-45	-3
COc1cc(C)nc(OCCNS(=O)(=O)c2cc(C)ccc2C)n1	-6	1	12	26	-3	-1	1	-1	3
COc1cccc(OC)c1C(=O)OCC(=O)N1CCC(Cc2ccccc2)CC1	0	-2	-13	15	-2	-1	1	-10	-3
Cc1csc(NC(=O)Cc2ccc(Cl)cc2)n1	-2	-2	3	-8	-14	-3	1.1	-10	-9
COc1ccccc1NC(=S)NCc1ccc2c(c1)OCO2	-4	0	26	1	-11	3	1.1	15	-23
CCOC(=O)CN1C(=O)N(CC(=O)OCC)C(c2ccccc2)(c2ccccc2)C1=O	-8	-1	11	18	-8	-6	1.1	-16	2
CCCOC(=O)c1c(N)sc(C(=O)OCC)c1C	-1	-1	-10	27	7	-3	0.93	-23	-10
CC1CCCN(CCCNC(=O)c2cn(C)c3ccc(S(=O)(=O)N(C)C4CCCCC4)cc3c2=O)C1 (stereo not given)	-5	-2	14	1	2	-3	0.98	-14	-5
CCOC(=O)N1CCN(C(=S)Nc2ccc(C)c(C)c2)CC1	-9	-1	22	-25	0	-4	1	14	14
O=c1c2c(nc3nc(Cc4ccccc4)[nH]n13)CCC2	-4	1	6	9	1	-1	0.99	34	-1
Oc1csc(Cc2nc(-c3ccc(-c4ccccc4)cc3)cs2)n1	-2	-2	21	12	30	1	0.7	6	12
O=Cc1ccc(OCc2cn3ccccc3n2)cc1	2	-2	-8	16	4	6	0.96	4	6
CC(Sc1nnc(N)s1)C(=O)Nc1ccc2c(c1)OCO2 (stereo not given)	-9	3	-9	1	4	-4	0.95	-5	0
Cc1nn(CC(=O)OCC(=O)NCCc2ccc(S(N)(=O)=O)cc2)c(C)c1[N+](=O)[O-]	-9	7	18	-9	14	-4	0.86	-7	-4
O=C(O)c1ccccc1NS(=O)(=O)c1ccc(NN=Cc2ccccc2F)c([N+](=O)[O-])c1	-7	-5	0	18	28	-3	0.71	9	14
COC(=O)c1ccc(C)c(NC(=O)c2ccc(Cl)c([N+](=O)[O-])c2)c1	-9	0	35	17	-1	-6	1	15	21
Cc1cc(C)cc(NC(=O)CN2CCN(c3ncccn3)CC2)c1	-1	-4	19	20	-3	4	1	14	-7
O=C(COC(=O)c1ccc(Cl)nc1)Nc1ccccc1OC(F)F	-1	-1	13	2	-15	-2	1.1	-13	3
CCCNC(=S)N1CC2(C)CN(C(=O)C(=O)OC)CC(C)(C1)C2=O	-5	-2	-7	18	14	-3	0.86	4	-8

Part of the list above in order of length of the SMILES, largest number first.
SMILES	A3G deaminase	MIN6 prolif	tim10-1 inh	NLRP3 yeast inh	mIAP inh	APOBEC3A inh	mIAP act	hIAP inh	TIM10 inh
COc1cc(C)nc(OCCNS(=O)(=O)c2cc(C)ccc2C)n1	-6	1	12	26	-3	-1	1	-1	3
O=C(COC(=O)c1ccc(Cl)nc1)Nc1ccccc1OC(F)F	-1	-1	13	2	-15	-2	1.1	-13	3
O=c1c2c(nc3nc(Cc4ccccc4)[nH]n13)CCC2	-4	1	6	9	1	-1	0.99	34	-1

The main list resumes, starting 2 compounds before the break.
SMILES	A3G deaminase	MIN6 prolif	tim10-1 inh	NLRP3 yeast inh	mIAP inh	APOBEC3A inh	mIAP act	hIAP inh	TIM10 inh
O=C(COC(=O)c1ccc(Cl)nc1)Nc1ccccc1OC(F)F	-1	-1	13	2	-15	-2	1.1	-13	3
CCCNC(=S)N1CC2(C)CN(C(=O)C(=O)OC)CC(C)(C1)C2=O	-5	-2	-7	18	14	-3	0.86	4	-8
Cc1cccn2c(=O)c(C=Nc3ccc(Cl)cc3)c(NCCO)nc12	-2	-1	4	18	-1	8	1	10	-5
O=C(/C=C/c1ccccc1)N1CCN(CCN2C(=O)c3cccc4cccc(c34)C2=O)CC1	5	0	37	24	12	5	0.89	9	29
COCc1cc(C)n(CC(=O)Nc2ccc(Cl)cc2Cl)c(=O)c1C#N	-1	-1	14	10	2	-1	0.98	-12	20
O=C(NC1CCCCCC1)c1ccc2c(=O)n3c(nc2c1)CCCCC3	0	-4	14	13	-8	-1	1.1	5	3
c1ccc(-c2nc3nonc3c3nc4ccccc4n23)cc1	1	-4	3	-16	1	2	0.99	12	8
COc1ccc(NC(=O)C2CCN(S(=O)(=O)c3c(C)nn(C)c3C)CC2)cc1	-2	0	-12	9	3	-4	0.97	-26	6
CC(C)c1ccccc1NC(=O)CC1(CC(=O)O)CCCC1	-1	-2	10	7	-1	2	1	-2	8
COc1ccccc1-n1cnnc1SCC(=O)NCC1CCCO1 (stereo not given)	-4	0	8	11	8	-1	0.92	13	-1
CCN(CC)S(=O)(=O)c1cc(NS(=O)(=O)c2ccccc2)ccc1C	2	0	13	1	-2	-1	1	-2	17
CC1CCCN(C(=O)C(Cc2ccccc2)n2cccc2)C1 (stereo not given)	-3	-1	11	19	-5	-4	1	-2	-3
CCCCc1cc(=O)oc2c(C)c(OCC(=O)NCC3CCC(C(=O)O)CC3)ccc12 (stereo not given)	14	1	11	-8	6	-1	0.94	12	-3
CN1CCN(/N=C/c2nc(-c3ccc(Cl)cc3)n3ccccc23)CC1	-12	2	18	-1	-14	4	1.1	10	14
CCOc1ccc(NC(=O)CN(C)C(=O)C2CCCC2)cc1OCC	-10	-1	-6	9	-14	-6	1.1	-7	-5
COC(=O)C1=C[C@@H](C(=O)OC)[C@@H]2C3=C(C(=O)C2(C)C)[C@H](c2ccccc2)[C@@H]2C(=O)N(C)C(=O)[C@@H]2[C@@H]3C1	9	-2	7	9	-1	0	1	11	9
Cc1cccn2c(=O)c(/C=C(\C#N)C(=O)NCc3ccco3)c(N3CCCCCC3)nc12	-5	-2	31	5	2	1	0.98	17	17

High-throughput results (PubChem)
